# CXCR6 inh = CXCR6 receptor inhibitors, primary screen, cell-based, beta-arrestin, luminescence, CHO-K1 PathHunter, 1536-well; C-X-C chemokine receptor type 6 (Homo sapiens), O00574; inhibition, % at 20 µM; 360,000 compounds, 0.36% hits; AID 602244, 2012; in the data active = inhibition above about 34%, passing the limit was not always enough;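 also: antagonist mode with CXCL16 agonist at 10 nM final; 0% = 10 nM CXCL16 with DMSO and 100% = unstimulated wells without agonist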
# Target sequence (O00574 whole entry, looked up): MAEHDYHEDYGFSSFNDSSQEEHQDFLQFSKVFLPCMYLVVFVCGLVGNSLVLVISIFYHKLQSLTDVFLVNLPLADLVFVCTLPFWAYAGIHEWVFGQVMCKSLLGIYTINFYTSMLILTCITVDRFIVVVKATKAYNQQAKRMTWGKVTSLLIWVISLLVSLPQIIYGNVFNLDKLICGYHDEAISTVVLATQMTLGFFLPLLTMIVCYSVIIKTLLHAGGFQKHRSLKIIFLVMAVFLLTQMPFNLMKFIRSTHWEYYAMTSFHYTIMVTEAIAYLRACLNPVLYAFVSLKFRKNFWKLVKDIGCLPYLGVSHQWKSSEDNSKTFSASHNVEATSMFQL
# CCR6 antag = CCR6 receptor antagonists, primary screen, cell-based, CHO-K1, luminescence, beta-arrestin, uHTS | 340,000 compounds, 0.49% hits | inhibition, % at 20 µM | CHO-K1 CCR6 PathHunter beta-arrestin, CCL20-stimulated | AID 493098, 2011 | C-C chemokine receptor type 6 (Homo sapiens), P51684;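 active = compounds whose inhibition of the agonist-driven luminescence signal at 20 µM reaches about 50%, limit read from the data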;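 also: cells stimulated with CCL20 at 14 nM final; plate controls were DMSO with CCL20 for no effect and DMSO without agonist for full effect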
# Jurkat NFkB inh = inhibitors of induced NF-kB luciferase reporter, primary screen, TCR NF-kB activation inhibitor project, cell-based, luminescence, uHTS. inhibition, % at 4 µM. 330,000 compounds, 0.53% hits. Jurkat, PMA/ionomycin-induced NF-kB luciferase reporter; in the data active = inhibition above about 50%
# 697 NFkB inh = inhibitors of PMA/ionomycin-induced NF-kB reporter, 697 cells, primary screen, B-cell NF-kB inhibitor project, cell-based, luminescence, uHTS | AID 435022, 2010 | 330,000 compounds, 0.33% hits | inhibition, % at 4 µM | 697 B-cell NF-kB luciferase reporter, 16 h; in the data active = inhibition above about 35%
# EBI2 antag = EBI2 receptor antagonists, beta-arrestin recruitment, primary screen, cell-based, luminescence, 7a,25-OHC stimulation, uHTS; 7a,25-OHC stimulated; inhibition, % at 5 µM; 360,000 compounds, 0.81% hits; in the data active = inhibition above about 38%;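 also: enzyme fragment complementation signal reports receptor beta-arrestin coupling in cells; 0% = agonist plus DMSO wells and 100% = wells without agonist; some results beyond the cut were filed as inactive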
# Target sequence (P32249 whole entry, looked up, the tested form may be a part): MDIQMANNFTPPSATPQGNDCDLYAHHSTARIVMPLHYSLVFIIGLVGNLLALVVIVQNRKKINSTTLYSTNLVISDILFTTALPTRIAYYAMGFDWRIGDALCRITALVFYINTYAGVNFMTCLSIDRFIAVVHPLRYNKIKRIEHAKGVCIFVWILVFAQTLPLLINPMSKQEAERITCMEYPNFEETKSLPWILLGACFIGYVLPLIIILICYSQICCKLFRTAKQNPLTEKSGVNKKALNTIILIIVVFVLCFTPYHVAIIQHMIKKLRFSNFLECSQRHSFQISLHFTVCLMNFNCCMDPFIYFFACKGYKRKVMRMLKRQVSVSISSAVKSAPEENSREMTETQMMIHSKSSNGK
# Gli-Sufu block = Gli-Sufu pathway antagonists, primary screen, luciferase luminescence, Sufu-KO-LIGHT cells, uHTS | 340,000 compounds, 0.74% hits | AID 588413, 2011 | inhibition, % at 5 µM | Sufu-KO-LIGHT fibroblasts, Gli luciferase reporter luminescence;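 active = inhibition above about 55%, limit read from the data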;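 also: 0% = DMSO-treated cells and 100% = wells with medium but no cells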
# UBC13 inh = UBC13 polyubiquitin chain formation inhibitors, primary screen, biochemical, TR-FRET, uHTS; Ubiquitin-conjugating enzyme E2 N (Homo sapiens), P61088; inhibition, % at 20 µM; 330,000 compounds, 0.47% hits; AID 485273, 2010; in the data active = inhibition above about 45%, passing the limit was not always enough
# Target sequence (P61088 whole entry, looked up): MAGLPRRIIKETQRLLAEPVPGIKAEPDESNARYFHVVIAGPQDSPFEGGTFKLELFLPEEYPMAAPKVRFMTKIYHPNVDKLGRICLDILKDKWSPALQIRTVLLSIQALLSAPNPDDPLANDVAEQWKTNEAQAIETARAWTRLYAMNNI
# APJ antagonist = antagonists of human apelin receptor APJ, primary screen, CHO-K1 cells, beta-arrestin complementation, luminescence; P35414; inhibition, % at 20 µM; 330,000 compounds, 0.32% hits; AID 2521, 2010;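 active = inhibition above about 40% at 20 µM, limit read from the data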;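 also: cells challenged with 10 nM apelin-13 agonist together with compound; plate controls were apelin-13 plus DMSO wells for no effect and DMSO wells lacking apelin-13 for full effect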
# An asterisk follows results filed as active; · = not tested or not shown. Not a hit list (roughly 3% active in at least one column).
SMILES,CXCR6 inh,CCR6 antag,Jurkat NFkB inh,697 NFkB inh,EBI2 antag,Gli-Sufu block,UBC13 inh,APJ antagonist
Cc1ccc(CC(NC(=O)c2ccccc2)C(=O)NCC(=O)O)cc1 (stereo not drawn),-7,-2,-6,18,-5,1,16,2
O=C(CC(Nc1cccc(Cl)c1Cl)C(=O)OCC(=O)c1cccs1)c1ccccc1 (stereo not drawn),15,25,7,5,19,-3,11,17
N#CCCN(Cc1cccnc1)C(=O)c1ccc(S(=O)(=O)N2CCOCC2)cc1,-9,8,-12,14,7,2,-1,15
Cc1cc2c(cc(C(=O)OCC(=O)NC3CCCCC3)n2C)o1,-1,10,·,·,-15,0,·,·
OCCn1cnc2c(SCc3ccccc3)ncnc21,-1,7,·,·,-16,-15,·,·
COc1ccccc1Nc1nc2nonc2nc1N1CCC(C)CC1,11,15,8,4,-2,39,-6,-14
COc1ccc(C(=O)NC(C(=O)NCC(=O)Nc2c(C)cccc2C)C(C)C)cc1 (stereo not drawn),-6,11,-10,-11,-6,-8,4,3
CCCN(CCC)c1nc2c(C)cccn2c(=O)c1/C=C1/SC(=S)N(Cc2ccco2)C1=O,-16,10,-7,-24,20,18,-57,0
CC(=O)Nc1ccc(S(=O)(=O)Nc2ccc3nc(C)sc3c2)cc1,-3,1,17,-12,1,31,6,-16
N#Cc1ccccc1NC(=O)CN1CCN(c2ccccn2)CC1,-7,10,-19,-3,-7,-26,8,15
Cc1ccc(/C=C/C(=O)Nc2nc3ccccc3[nH]2)cc1,-6,-5,-132,-139,-3,-94,-2,7
COCCN(C(=O)COC(=O)CCC1CCCC1)c1c(N)n(Cc2ccccc2)c(=O)[nH]c1=O,13,13,-3,-1,4,1,-2,-8
Cc1ccc(Sc2ncccc2/C=N/O)cc1,5,9,21,-3,-9,-5,7,11
Cc1nnc(SCC(=O)Nc2cc(C(F)(F)F)ccc2N2CCOCC2)o1,-5,2,-6,-6,0,5,2,-1
CC[n+]1c(-c2ccc(C)cc2)csc1Nc1c(C)n(C)n(-c2ccccc2)c1=O,25,43,13,-17,16,23,-6,25
CC(C)NC(=O)/C(C#N)=C/c1ccc2c(c1)OCCO2,-6,10,4,-19,0,-11,1,9
CCCn1c(SCC(=O)Nc2cccc(C)n2)nnc1C(C)C,-4,13,-3,-8,-7,-8,-1,0
CCOc1ccc(N(CC(=O)NCCSCc2ccc(C)cc2)S(C)(=O)=O)cc1,5,4,2,-3,31,24,6,14
COc1cccc(NC(=O)c2sc3nc4n(c(=O)c3c2C)CCC4)c1,0,11,-47,-36,2,-9,-11,4
CC1(C)C(=O)Nc2ccccc2N1C(=O)COC(=O)CNS(=O)(=O)c1ccc(Br)cc1Cl,4,0,·,·,-4,1,·,·
O=C(NCCCn1ccnc1)c1ccc(NS(=O)(=O)c2cccc([N+](=O)[O-])c2)cc1,6,14,11,-2,-8,-9,0,2
O=C(NCCc1ccccc1)C(=O)NCC1OCCN1S(=O)(=O)c1cccs1 (stereo not drawn),7,7,-11,11,-3,-7,10,8
COC(=O)Cc1nnc(NC(=O)C(C)C)s1,6,5,7,25,0,6,3,-4
COc1ccc(NC(=O)c2cc(-c3ccccc3Cl)no2)cc1,6,-2,-21,5,7,25,2,5
Clc1ccccc1C1=Nn2c(nnc2-c2ccco2)SC1,-10,12,-1,6,-11,28,-1,14
O=C(NCCCN1CCN(CCCNC(=O)c2ccc(F)cc2)CC1)c1ccc(F)cc1,6,4,0,14,-15,5,8,-4
CCCc1[nH][nH]c(=O)c1C(c1ccc(Cl)cc1)C(C#N)C#N (stereo not drawn),2,4,21,9,-3,-2,-1,15
CN(C)c1cc[n+](CC(=O)N2CCCc3ccccc32)cc1,3,-16,9,8,3,0,5,13
O=C(Nc1ccc(-c2nc3ccccc3s2)c(OC(=O)c2ccccc2)c1)c1ccccc1,-1,12,-167,-171,-5,-12,44,7
Cc1ccc(NC2CCCN(C(=O)CSc3ccncc3)C2)cc1C (stereo not drawn),-3,10,23,14,-3,3,0,12
Oc1cccc(C(Nc2nccs2)c2ccc3cccnc3c2O)c1 (stereo not drawn),-2,-17,49,-49,0,23,20,-60
COC(=O)c1cc(C)sc1NC(=O)C1C2C=CC(CC2)C1C(=O)O (stereo not drawn),-8,1,7,4,-11,-3,4,2
O=S(=O)(c1ccc(Br)cc1F)N1CC[C@H](O)C1,-2,10,·,·,-10,3,·,·
CCCCCCCCN1[C@@H](CC(=O)OC)c2cc(F)ccc2S1(=O)=O,3,15,3,-11,5,3,8,6
Cn1nnc2cc(NC(=O)NCc3ccc4c(c3)OCO4)ccc21,0,6,3,10,-1,49,7,-2
COCC1CCN(C(=O)c2cc(COc3ccc(C)c(C)c3)on2)C1 (stereo not drawn),-2,12,-15,15,-3,-5,4,5
Nc1ccc(-n2cnc3cc([N+](=O)[O-])ccc32)cc1,16,25,-24,-22,-1,7,-8,-3
CN1C(=O)c2ccc(NC(=O)c3ccc(N4CCCCC4)c([N+](=O)[O-])c3)cc2C1=O,12,19,5,13,11,-9,-26,17
O=C(C1=C[C@@H](c2ccc(Br)cc2)C[C@@H](OCCCCO)O1)N1CCN(Cc2ccc3c(c2)OCO3)CC1,-10,-4,22,9,20,16,23,-3
COc1ccc(OC)c(N(CC(=O)Nc2ccccc2)S(C)(=O)=O)c1,-4,6,13,6,-3,-4,3,22

# 5 records picked at random from those above, as already listed:
SMILES,CXCR6 inh,CCR6 antag,Jurkat NFkB inh,697 NFkB inh,EBI2 antag,Gli-Sufu block,UBC13 inh,APJ antagonist
Cn1nnc2cc(NC(=O)NCc3ccc4c(c3)OCO4)ccc21,0,6,3,10,-1,49,7,-2
O=S(=O)(c1ccc(Br)cc1F)N1CC[C@H](O)C1,-2,10,·,·,-10,3,·,·
COC(=O)c1cc(C)sc1NC(=O)C1C2C=CC(CC2)C1C(=O)O (stereo not drawn),-8,1,7,4,-11,-3,4,2
COCC1CCN(C(=O)c2cc(COc3ccc(C)c(C)c3)on2)C1 (stereo not drawn),-2,12,-15,15,-3,-5,4,5
COc1ccc(OC)c(N(CC(=O)Nc2ccccc2)S(C)(=O)=O)c1,-4,6,13,6,-3,-4,3,22

# Back to the main list; the seven compounds before the break are reprinted first.
SMILES,CXCR6 inh,CCR6 antag,Jurkat NFkB inh,697 NFkB inh,EBI2 antag,Gli-Sufu block,UBC13 inh,APJ antagonist
CCCCCCCCN1[C@@H](CC(=O)OC)c2cc(F)ccc2S1(=O)=O,3,15,3,-11,5,3,8,6
Cn1nnc2cc(NC(=O)NCc3ccc4c(c3)OCO4)ccc21,0,6,3,10,-1,49,7,-2
COCC1CCN(C(=O)c2cc(COc3ccc(C)c(C)c3)on2)C1 (stereo not drawn),-2,12,-15,15,-3,-5,4,5
Nc1ccc(-n2cnc3cc([N+](=O)[O-])ccc32)cc1,16,25,-24,-22,-1,7,-8,-3
CN1C(=O)c2ccc(NC(=O)c3ccc(N4CCCCC4)c([N+](=O)[O-])c3)cc2C1=O,12,19,5,13,11,-9,-26,17
O=C(C1=C[C@@H](c2ccc(Br)cc2)C[C@@H](OCCCCO)O1)N1CCN(Cc2ccc3c(c2)OCO3)CC1,-10,-4,22,9,20,16,23,-3
COc1ccc(OC)c(N(CC(=O)Nc2ccccc2)S(C)(=O)=O)c1,-4,6,13,6,-3,-4,3,22
CN(C)Cc1c(O)ccc2c(=O)c(-c3ccccc3)c(C(F)(F)F)oc12,-8,14,1,-1,5,3,5,-1
Cc1ccc(-c2nnn(CC(=O)N(CC(=O)NC3CCCC3)c3cccc(F)c3)n2)o1,0,12,-3,10,0,4,6,23
CN(C)CCN(C(=O)C1CCN(S(=O)(=O)c2cccs2)CC1)c1nc2ccc(F)cc2s1,9,18,-43,5,0,-18,15,15
CC1CN(C(=O)CCC(=O)NCCc2ccccc2)c2ccccc2O1 (stereo not drawn),7,3,-10,8,6,-20,-1,9
Fc1cccc(Cl)c1Cn1nnc2c(N3CCC4(CC3)OCCO4)ncnc21,-8,3,-15,17,8,-3,9,-2
CN1C2CCC1CC(NC(=O)c1cc(S(=O)(=O)N(C)C)c(Cl)cc1Cl)C2 (stereo not drawn),3,-1,-4,-2,-11,13,-1,16
COC(=O)[C@]1(C)N[C@H](CN(C)C(=O)NC(C)C)[C@@H]2C(=O)N(C)C(=O)[C@@H]21,-6,-1,-7,1,-4,-2,4,-2
Cc1cc(C)cc(N(CC(=O)NC2CCCC2)C(=O)CCC(=O)Nc2cc(C)on2)c1,-4,8,-19,15,1,3,5,-1
O=C(CSc1ccc(F)cc1)NC12CC3CC(CC(C3)C1)C2,-4,12,6,16,-1,-28,-7,-2
CCCSc1nc(=S)n(Cc2ccccc2)c(C)c1C(C)=O,5,20,1,-10,-3,28,7,17
C=CCc1c(C)nc(SCC(N)=O)[nH]c1=O,6,-11,4,12,-11,-12,6,-20
CCOC(=O)N1CCN(C(=O)c2ccc3nc4cc(Cl)ccc4c(=O)n3c2)CC1,-4,10,7,5,2,4,24,5
COC(=O)c1c(C)[nH]c(C(=O)C(C)Sc2nnc(-c3cc(OC)c(OC)c(OC)c3)o2)c1C (stereo not drawn),-6,-19,1,12,-4,-1,6,10
CC(Oc1ccc(Cl)cc1Cl)c1ccnc2nc(N3CCOCC3)nn12 (stereo not drawn),5,1,7,-5,5,11,6,-7
CCOC(=O)N1CCN(C(=O)CSc2nc3c(cnn3-c3ccc(Cl)cc3)c(=O)[nH]2)CC1,-3,8,15,-24,2,4,-4,3
COc1ccc(/C=C/C(=O)NNc2c(F)c(F)cc(F)c2F)cc1OC,5,-15,8,25,8,1,5,-15
CC(C)(C)N(NC(=O)Nc1ccc(Cl)c(Cl)c1)C(=O)c1ccccc1,-24,11,-4,18,6,8,-6,-1
CN1CCN(CCCNC(=S)Nc2ccc(F)c(Cl)c2)CC1,5,-2,0,33,1,13,-2,-11
C=C(C)CSc1nc(N)c2c(C)c(C)sc2n1,-1,4,-72,-115,4,-48,-3,13
CCC1CCCCN1C(=O)c1ccc2nc(Cc3ccc(OC)cc3)oc2c1 (stereo not drawn),-2,11,-47,-74,1,-8,6,-7
CCOc1cc(N2CCOCC2)c(OCC)cc1NC(=O)CN1C(=O)NC(Cc2ccccc2)C1=O (stereo not drawn),1,-4,2,18,-3,4,-2,8
CSCCC(NC(=O)c1ccccc1)C(=O)N(C)CC(=O)Nc1ccc(N2CCOCC2)cc1 (stereo not drawn),2,0,0,10,7,0,2,5
Cc1cccc(NC(=O)CNC(=O)CCc2nc3sc4c(c3c(=O)[nH]2)CCCC4)c1C,-7,1,17,-6,3,-9,6,13
Cc1cccc(NS(=O)(=O)c2nnc(NC(=O)c3ccc(Cl)cc3)s2)c1,2,0,-6,0,9,-1,-10,-76
CC(C)Cc1nnc(NS(=O)(=O)Cc2ccccc2)s1,1,-3,-14,-4,-8,3,-10,-14

# Assay outcomes deposited in PubChem BioAssay by Sanford-Burnham Center for Chemical Genomics.
